From PubChem BioAssay
DUSP3 inh: VHR1 phosphatase inhibitors, primary screen, biochemical, colorimetric, HTS. Dual specificity protein phosphatase 3 (Homo sapiens), P51452. recombinant VHR phosphatase, colorimetric substrate read-out. inhibition, % at 20 µM. actives 0.7% (n = 50,000). AID 1992, 2009; in the data active means inhibition above about 60%; further: some results filed as inactive read as strong as hits
Target sequence (P51452 whole entry, looked up): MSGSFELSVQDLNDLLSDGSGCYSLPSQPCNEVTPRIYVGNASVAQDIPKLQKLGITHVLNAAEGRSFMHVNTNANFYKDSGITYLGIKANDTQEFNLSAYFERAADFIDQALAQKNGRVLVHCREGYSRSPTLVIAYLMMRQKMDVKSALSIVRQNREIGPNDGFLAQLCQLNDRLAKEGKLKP
Numbers without * were called inactive.

SMILES	DUSP3 inh
O=C(COc1ccc(Cl)cc1Cl)Oc1ccccc1	84.5*
O=C1c2ccccc2-c2nc3cc(Br)cnc3nc21	-0.6
CC(/C=C/c1ccco1)=N\Nc1nnc2c(n1)[nH]c1ccccc12	-13.8
O=C(c1cc2nc(-c3cccs3)cc(C(F)(F)F)n2n1)N1CCc2ccccc2C1	21.9
COc1ccc(Cl)cc1C(=O)NCCC1=CCCCC1	-12.9
O=C1Nc2ccc(Br)cc2C1=Cc1nc2ccccc2c(=O)n1-c1ccc([N+](=O)[O-])cc1	7.4
S=C(NCC1CCCO1)Nc1ccccc1 (stereo not drawn)	3.2
CCCCCCCN1C(=O)/C(=C2\SC(=S)NC2=O)c2ccccc21	-8.4
CCOC(=O)N1CCN(C(=O)NC23CC4CC(CC(C4)C2)C3)CC1	-29.6
CCC(=O)Nc1ccc(NC(=O)c2ccco2)c(OC)c1	-8.9
COC(=O)c1coc(-c2ccc(C)cc2)c1C(=O)OC	7.3
COc1ccc(/C=C/C(=O)NC(=S)Nc2ccccc2)cc1OC	7.0
CC(C)(C)OC(=O)N1N=C(c2ccc(Cl)cc2)CC1(O)C(F)(F)F (stereo not drawn)	-10.8
CCSCCOC(=O)C1=C(C)N(C)C(=O)NC1c1ccc(OC)cc1 (stereo not drawn)	-72.4
Cc1cc(C)nc(NS(=O)(=O)c2ccc(N=Cc3c(O)n(C)c(=O)n(C)c3=O)cc2)n1	11.0
COc1ccc(OC)c(N(CC(=O)N2CCOCC2)S(C)(=O)=O)c1	-5.0
COc1ccc(C(c2c(O)c3ccccc3oc2=O)c2c(O)c3ccccc3oc2=O)cc1Cn1nc(C)c([N+](=O)[O-])c1C	-6.4
O=C(O)/C=C/C(=O)Nc1ccc(NC(=O)c2ccccc2)c(Cl)c1	-5.9
COc1cc2c(cc1OC)CN(c1ccc(C(=O)O)cc1)C(=O)C2	1.9
CCN(CC)c1ccc(N2C(=O)/C(=C/C=C/c3ccccc3)SC2=S)cc1	-3.9
CCc1ccc(OCC(=O)Nc2ccc(I)cc2Cl)cc1	3.1
NC(=O)C1(c2ccccc2)CCCN1C(=O)c1ccccc1Br (stereo not drawn)	9.7
COc1ccc(NS(=O)(=O)c2cc(-c3nnnn3C)ccc2OC)cc1	-17.0
Cc1ccc(N(CC(=O)O)S(=O)(=O)c2ccc(F)cc2)cc1	-48.5
COc1ccc(N2C(=O)/C(=C3/C(=O)N(C)c4ccccc43)SC2=S)cc1	-10.4
COc1ccc(C2CC(=O)C3=C(C2)Nc2ccccc2NC3c2cccc(O)c2)cc1 (stereo not drawn)	-7.1
COc1ccc(OC)c(/C=N\NC(=O)CNc2ccc(C)cc2)c1	-27.2
COc1cc2c(cc1NC(=O)c1ccc(OC)c([N+](=O)[O-])c1)oc1ccccc12	-0.7
COc1ccc(NC(=O)c2ccc(CN3CCN(c4ccccc4)CC3)cc2)cc1OC	7.7
Clc1ccc(CCNCc2ccncc2)c(Cl)c1	8.7
COC(=O)C1=C(C)N(C)C(C)=C(C(=O)OC)C1c1ccsc1	-0.3
Cc1cc(C(=O)COC(=O)c2ccc3c(c2)OCCO3)ccc1Br	-14.1
C/C(=N\N=C1\NC(=O)C(CC(=O)Nc2ccc(Cl)c(Cl)c2)S1)c1ccc(Cl)cc1 (stereo not drawn)	-8.4
COc1ccc(C2CC(c3ccc([N+](=O)[O-])cc3)=NN2C(=O)c2ccccc2)cc1OC (stereo not drawn)	35.2
O=C(Nc1nc2ccccc2[nH]1)C1CC1c1ccccc1 (stereo not drawn)	-9.6
COc1ccc(/C=C2/SC(=S)N(CCc3ccccc3)C2=O)cc1OC	-16.7
O=[N+]([O-])c1cccc(S(=O)(=O)Nc2ccc(O)c(Cl)c2)c1	-5.5
CC(C)(O)P(=O)(c1ccccc1)c1ccccc1	-1.8
O=S(=O)(c1cc(Cl)ccc1Cl)N1CCC(Cc2ccccc2)CC1	-17.4
CN1CCN(C(=O)c2ccc(Cl)cc2[N+](=O)[O-])CC1	-35.8

Some of these compounds in order of length of the SMILES, falling:
SMILES	DUSP3 inh
COc1ccc(C2CC(c3ccc([N+](=O)[O-])cc3)=NN2C(=O)c2ccccc2)cc1OC (stereo not drawn)	35.2
NC(=O)C1(c2ccccc2)CCCN1C(=O)c1ccccc1Br (stereo not drawn)	9.7
CC(C)(O)P(=O)(c1ccccc1)c1ccccc1	-1.8

Returning to the listing; the five compounds before the break are reprinted first.
SMILES	DUSP3 inh
COc1ccc(/C=C2/SC(=S)N(CCc3ccccc3)C2=O)cc1OC	-16.7
O=[N+]([O-])c1cccc(S(=O)(=O)Nc2ccc(O)c(Cl)c2)c1	-5.5
CC(C)(O)P(=O)(c1ccccc1)c1ccccc1	-1.8
O=S(=O)(c1cc(Cl)ccc1Cl)N1CCC(Cc2ccccc2)CC1	-17.4
CN1CCN(C(=O)c2ccc(Cl)cc2[N+](=O)[O-])CC1	-35.8
Clc1ccc(-n2ncnc2-c2ccc(Br)cc2)cc1	4.1
COc1ccc(Cc2nc3ccccc3c(=O)n2/N=C/c2cccs2)cc1OC	-16.1
Clc1ccccc1CN1CCN(N=Cc2cccc(Cl)c2Cl)CC1	7.5
O=C(Nc1cc(C(F)(F)F)cc(C(F)(F)F)c1)c1ccc([N+](=O)[O-])cc1	-19.4
O=C1NCC2=C1C(c1ccc(O)cc1)Nc1ccccc1N2 (stereo not drawn)	6.5
CCOC(=O)CSc1nc2c(c(=O)n1C1CCOC(C)(C)C1)C1(CCCCC1)Cc1ccccc1-2 (stereo not drawn)	-20.7
Cc1ccc(/C=N/NC(=O)C(C)O)cc1 (stereo not drawn)	-18.9
COC(=O)CP(=O)(c1ccccc1)c1ccccc1	-5.7
CC(C)C(=O)Nc1ccc2oc(-c3ccc(C(C)(C)C)cc3)nc2c1	5.9
COC(=O)c1c(C)oc2ccc(OC(=O)c3ccc(Cl)cc3)cc12	-15.8
CC1=C(C(=O)Nc2cccc(Cl)c2)C(c2ccccc2F)NC(=S)N1 (stereo not drawn)	-1.2
CC1(c2ccccc2)CC(C)(C)N(C(=O)CSC2=NCCS2)c2ccccc21 (stereo not drawn)	15.6
CC(/C=C1\SC(=S)N(C(C(=O)O)c2ccccc2)C1=O)=C\c1ccccc1 (stereo not drawn)	5.0
CN(C)CCNC(=O)c1ccc(Br)cc1	-4.9
COC(=O)c1ccccc1NC(=O)CN(c1ccc(C)cc1)S(=O)(=O)c1ccc(F)cc1	-6.5
Cc1cc2nc3s/c(=C\c4ccc(N5CCOCC5)c([N+](=O)[O-])c4)c(=O)n3c2cc1C	-24.0
CC(C)c1nnc(NC(=O)CSc2nnc3c(n2)[nH]c2ccccc23)s1	9.0
O=C1c2ccccc2C(=O)N1c1ncc(Cc2cccc(C(F)(F)F)c2)s1	-7.3
S=C1NC2=C(C(c3ccc(Cl)cc3Cl)N1)N1CCC2CC1 (stereo not drawn)	6.1
CCCN1C(=O)c2ccccc2NC1c1ccc(OC)c(COc2ccc([N+](=O)[O-])cc2)c1 (stereo not drawn)	-17.8

Reformatted with bars between the fields: seven of the compounds above.
Compound | DUSP3 inh
CC(C)(C)OC(=O)N1N=C(c2ccc(Cl)cc2)CC1(O)C(F)(F)F (stereo not drawn) | -10.8
CCSCCOC(=O)C1=C(C)N(C)C(=O)NC1c1ccc(OC)cc1 (stereo not drawn) | -72.4
Cc1cc(C)nc(NS(=O)(=O)c2ccc(N=Cc3c(O)n(C)c(=O)n(C)c3=O)cc2)n1 | 11.0
COc1ccc(OC)c(N(CC(=O)N2CCOCC2)S(C)(=O)=O)c1 | -5.0
COc1ccc(C(c2c(O)c3ccccc3oc2=O)c2c(O)c3ccccc3oc2=O)cc1Cn1nc(C)c([N+](=O)[O-])c1C | -6.4
O=C(O)/C=C/C(=O)Nc1ccc(NC(=O)c2ccccc2)c(Cl)c1 | -5.9
COc1cc2c(cc1OC)CN(c1ccc(C(=O)O)cc1)C(=O)C2 | 1.9

Continued:
SMILES	DUSP3 inh
Cc1ccc(NC(=O)c2ccc(C3SCC(=O)N3Cc3ccccc3)cc2)c(C)c1 (stereo not drawn)	-8.6
Cc1cccc(N2CCN(C(=O)c3cccnc3)CC2)c1C	-17.2
O=C(CSc1ccc(Cl)cc1Cl)Nc1cc(Cl)ccc1Cl	-3.7
CN1C(=O)/C(=C\C=C\c2ccc(Br)cc2)SC1=S	-4.8
CC1=NN(c2ccccc2)C(=O)/C1=C/c1c(O)[nH]c(=S)[nH]c1=O	-14.5
COc1cc(/C=N/NC(=O)CC2(C)OCCO2)cc(Br)c1OCc1cccc2ccccc12	-32.6
O=C(O)CCC(=O)Nc1ccc(-c2nc3cc4ccccc4cc3[nH]2)cc1	-5.6
CSc1ccccc1C(=O)O/N=C1\CCCc2c1ccc(O)c2C	28.7
Cc1cccc(C(=O)O)c1NC(=O)C(C)Oc1ccccc1 (stereo not drawn)	-10.1
FC(F)(F)c1ccc2nnc(-c3cc(Br)ccc3OCc3ccccc3)n2c1	-4.7
O=C(Nc1ccc(Cl)c(Cl)c1)c1cnn2c1NC(c1ccccc1)CC2C(F)(F)F (stereo not drawn)	6.9
COc1ccc(Cl)cc1S(=O)(=O)N1CCN(C)CC1	-12.0
Cc1cc2c(Nc3c([N+](=O)[O-])ccc4c3=NC3(CCCCC3)N=4)cccc2nn1	6.2
CCOc1ccc(NC(=O)CN(c2ccc(C)cc2)S(=O)(=O)c2ccc(OC)c(OC)c2)cc1	2.9
O=C(Nc1ccc(Cc2ccncc2)cc1)c1cc(Br)ccc1I	-3.2
O=C1CC(c2ccc(F)cc2)c2cc(Br)c3ccccc3c2N1 (stereo not drawn)	-13.8
O=C(NCCCN1CCOCC1)c1cc2n(n1)C(C(F)(F)F)CC(c1ccc(Cl)c(Cl)c1)N2 (stereo not drawn)	-21.7
COc1ccccc1N(CC(=O)Nc1ccc(C)c(C)c1)S(=O)(=O)c1ccccc1	-33.1
O=C(Nc1nnc(-c2cccs2)s1)c1cccc2ccccc12	-7.2
COC(=O)c1cc(NC(=O)C(C)Oc2ccccc2)cc(C(=O)OC)c1 (stereo not drawn)	-34.4
O=[N+]([O-])c1ccccc1-c1nc(-c2cccnc2)no1	-5.8
CCOC(=O)c1c(C)n(-c2ccccc2)c2ccc(O)c(CN(C)C)c12	9.9
Clc1ccc(N2CCN(N=Cc3cccc4ccccc34)CC2)cc1	1.0
COc1ccc(CCNC(=O)C2CC(=O)N(c3ccc(F)cc3)C2)cc1 (stereo not drawn)	26.6
COC(=O)c1c(C)oc2cc(Br)c(OC(C)C(=O)OC)cc12 (stereo not drawn)	0.8
O=C(Nc1ccc(Cc2ccncc2)cc1)c1cccc(Cl)c1	-5.4
CCOC(=O)c1ccc(N2NC(=O)/C(=C/c3ccc(OCc4ccccc4)c(OC)c3)C2=O)cc1	3.9
CC(=NCCN1CCOCC1)c1c(C(F)(F)F)[nH]n(-c2nc3ccccc3s2)c1=O	-59.0
COc1ccc(C(C)NC(=O)CN(c2ccccc2C)S(=O)(=O)c2ccc(C)cc2)cc1 (stereo not drawn)	-3.6
O=C1C(Cl)=C(NCCc2ccccc2)C(=O)N1c1cccc(Cl)c1Cl	2.3
CCOc1ccccc1NC(=O)c1c(NC(=O)Cc2ccccc2)sc2c1CCC2	-6.7
O=C(Nc1ccc(Cl)c(Cl)c1)Nc1nnc(-c2ccc(F)cc2)s1	-13.9
COC(=O)c1cc(C(=O)Nc2nc3ccccc3s2)cc([N+](=O)[O-])c1	9.3
CCCOc1ccc(-c2cn3ccccc3n2)cc1	-0.8
Cc1c(Cl)cccc1NCCC(=O)c1ccc([N+](=O)[O-])cc1	5.5
CC(C)(C)C(=O)CC(C)(O)c1ccc(Cl)cc1 (stereo not drawn)	-5.3
O=C(CSc1nnc(-c2cccc(F)c2)n1-c1ccccc1)Nc1ccc(Br)cc1	-4.8
COc1ccc(OC(C)C(=O)Nc2ccc(F)cc2)cc1 (stereo not drawn)	-3.7
O=C(O)CCN1C(=O)c2ccc(S(=O)(=O)c3ccc(C(=O)O)cc3)cc2C1=O	-15.6
CCOC(=O)C1=C(O)/C(=C/c2ccc(O)cc2)N=C1C	-7.6
Cc1ccccc1OCC(=O)Nc1ccc(-c2nc3ccccc3[nH]2)cc1	7.2
Cn1c(Cn2c(C(F)(F)F)nc3ccccc32)nc2ccccc21	-6.4
O=C(Nc1cccc(Cl)c1)N1CCN(Cc2ccc3c(c2)OCO3)CC1	-26.0
CC(NC(=O)CN1C(=O)c2ccccc2C1=O)c1ccccc1 (stereo not drawn)	-10.4
CCCc1cc(=O)oc2cc(C)cc(O)c12	0.6
CCCCN1C(=O)c2ccccc2S1(=O)=O	-5.3
COc1ccc(N(C(C)C(=O)N/N=C/c2ccc(N(C)C)c(Br)c2)S(C)(=O)=O)cc1 (stereo not drawn)	-6.1
COCCCNC(=O)Cc1ccc(OC)c(OC)c1	0.3
O=C(O)C1C2CCC(C2)C1C(=O)NCc1cccs1 (stereo not drawn)	-16.3
CCOC(=O)c1c(NC(C)=O)sc2c1CCC2	4.2
CC1=NN(c2ccccc2)C(=O)/C1=C\c1ccc(-c2cc([N+](=O)[O-])ccc2O)o1	30.6
O=C(c1cccnc1)N(Cc1ccccc1)c1cccc([N+](=O)[O-])c1	-32.0
Cc1cccc(NC(=O)CSc2nc3ccc(C)cc3[nH]2)c1	0.9
CC(=O)NC(c1ccc(C)cc1)c1c(OC(=O)COc2ccccc2)ccc2ccccc12 (stereo not drawn)	35.0
O=C(Nc1ccccc1Cl)c1ccc(Br)o1	8.3
O=C(O)c1nc(N2C(=O)c3ccccc3C2=O)n[nH]1	-7.8
CCN(CC)S(=O)(=O)c1cc(C(=O)OCc2ccccc2)ccc1Br	5.3
COc1ccc(CCNC(=O)c2sc3cc(C)ccc3c2Cl)cc1OC	2.7
COC(=O)c1c(NC(=O)C2C3CCC(C3)C2C(=O)O)sc(C)c1-c1cc(C)ccc1C (stereo not drawn)	4.8
COc1ccc(-n2c(C)nc3ncnc(-c4ccccc4)c32)cc1	-5.4

The results go on:
SMILES	DUSP3 inh
COc1ccc2c(=O)c(Oc3ccccc3Br)coc2c1	-10.6
CC(=O)NC1=NC(=O)/C(=C\c2ccc(-c3ccc([N+](=O)[O-])cc3C)o2)S1	7.3
CNC(=O)/C(=C/c1ccccc1)NC(=O)c1ccccc1	12.2
CCOC(=O)C1=C(O)/C(=C/c2ccc(OC)cc2)SC1=Nc1ccccc1	11.2
Cc1cccc(N2CCN(C(=O)c3cccs3)CC2)c1C	-42.5
CS(=O)(=O)N(Cc1ccc(C(=O)N2CCOCC2)cc1)c1ccccc1	-41.1
O=C(CSc1cc(Cl)ccc1Cl)Nc1cccc(C(F)(F)F)c1	-10.6

An excerpt. The share of hits here may be higher or lower than overall.
